Screening data as filed in PubChem BioAssay.
OXTR potentiate: human OXTR potentiators, primary screen, fluorescence, CHO-OTR cells, Fluo-8 calcium; 320,000 compounds, 0.061% hits; AID 2445, 2010; Oxytocin receptor (Homo sapiens), P30559; activation, % at 3 µM; Fluo-8 calcium fluorescence, potentiator mode; 0% = oxytocin EC15, 100% = EC100;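 active = activation above that plate's cutoff, the mean activation of tested compounds plus 3 SD, cut at about 6.6% in these data, passing the limit was not always enough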;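 also: 100% uses oxytocin at 75 nM as the full agonist control; some results filed as inactive read as strong as hits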
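Assay system: CHO cell line stably expressing human OTR | Also added: Oxytocin at about EC15, sub-maximal agonist stimulus | Times: Compound 6 min at room temperature before oxytocin, 100 s read | Measured by: Fluo-8 intracellular calcium fluorescence, ex 470-495, em 515-575 nm | Controls: EC15 oxytocin alone as 0%, 75 nM oxytocin as 100%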
OXTR ag: human OXTR agonists, primary screen, fluorescence, CHO-OTR cells, Fluo-8 calcium. Oxytocin receptor (Homo sapiens), P30559. Fluo-8 calcium fluorescence; normalized: DMSO 0%, oxytocin 100%. activation, % at 3 µM. 320,000 compounds, 0.32% hits;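 active = activation above the mean of all tested compounds plus 3 SD, cutoff set per screening run, cut at about 20% in these data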;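 also: peak over basal fluorescence ratio from a 100 s FLIPR kinetic read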
V1aR counter: agonists of human V1a receptor, primary screen, counter-screen for OXTR agonist project, fluorescence, CHO-V1R cells; Fluo-8 calcium fluorescence, agonist mode; 0% DMSO, 100% 3 nM vasopressin; 320,000 compounds, 0.25% hits; activation, % at 3 µM;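 active = activation above the mean activation of all tested compounds plus 3 SD, per screening run, cut at about 20% in these data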;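 also: signal is peak over basal fluorescence ratio across a 100 second FLIPR read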
Target sequence (P37288 whole entry, looked up): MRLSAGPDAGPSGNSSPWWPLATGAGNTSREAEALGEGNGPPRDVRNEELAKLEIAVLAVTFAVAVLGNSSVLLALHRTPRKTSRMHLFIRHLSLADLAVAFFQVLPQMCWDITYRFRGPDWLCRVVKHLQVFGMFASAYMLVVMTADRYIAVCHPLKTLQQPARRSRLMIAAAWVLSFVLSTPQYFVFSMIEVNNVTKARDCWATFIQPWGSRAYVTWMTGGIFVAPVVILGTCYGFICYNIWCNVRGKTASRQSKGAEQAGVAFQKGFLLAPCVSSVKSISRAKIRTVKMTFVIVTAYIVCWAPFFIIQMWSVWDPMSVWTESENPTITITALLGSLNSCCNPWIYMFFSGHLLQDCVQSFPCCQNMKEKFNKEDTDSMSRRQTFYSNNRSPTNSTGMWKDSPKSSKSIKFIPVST
TAAR1 ag: human TAAR1 agonists, primary screen, Fluo-8 calcium fluorescence, CHO RD-HGA16 cells; activation, % at 3 µM; 360,000 compounds, 0.99% hits; Trace amine-associated receptor 1 (Homo sapiens), Q96RJ0; vehicle wells 0%, saturating PEA agonist 100%;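 active = activation above the mean activation of all test compounds in the run plus 3 SD, cut at about 38% in these data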
Target sequence (Q96RJ0 whole entry, looked up): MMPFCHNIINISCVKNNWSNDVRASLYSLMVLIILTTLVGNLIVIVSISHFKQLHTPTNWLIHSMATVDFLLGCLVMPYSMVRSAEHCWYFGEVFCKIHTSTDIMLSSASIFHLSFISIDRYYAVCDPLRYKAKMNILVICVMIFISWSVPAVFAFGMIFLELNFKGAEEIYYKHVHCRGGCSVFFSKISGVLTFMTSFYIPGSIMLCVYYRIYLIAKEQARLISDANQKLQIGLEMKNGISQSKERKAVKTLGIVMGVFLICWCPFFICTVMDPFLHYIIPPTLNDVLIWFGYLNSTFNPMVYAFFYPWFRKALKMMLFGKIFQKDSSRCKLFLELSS
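Assay system – CHO-derived RD-HGA16 cells with stable Gα16 and human TAAR1 · Compound dosing – one-point dosing at 3 µM (nominal) · Incubation – 17-24 h seeding, 75 min 37 °C dye, 30 min RT · Measured by – kinetic Fluo-8 calcium fluorescence · Control set – DMSO vehicle as 0%, PEA at EC100 as 100% · Repeats – single well for each compound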
M1 antag: human M1 muscarinic receptor antagonists, primary screen, CHO-K1 cells, Fluo-8 calcium fluorescence, 1536-well; inhibition, % at 3 µM; Muscarinic acetylcholine receptor M1 (Homo sapiens), P11229; CHO-K1 hM1, ACh EC80 antagonist; 360,000 compounds, 1.3% hits;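 active = percent inhibition above its own plate's cutoff, namely the mean of that plate's compound wells plus 3 SD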;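 also: peak over basal fluorescence ratio during 140 s after agonist addition; 0% = ACh EC80 plus DMSO and 100% = DMSO alone without agonist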
M1 ag: human M1 muscarinic receptor agonists, primary screen, Fluo-8 calcium fluorescence, CHO-K1 cells, HTS | Muscarinic acetylcholine receptor M1 (Homo sapiens), P11229 | CHO-K1 hM1, agonist mode; 0% DMSO, 100% acetylcholine EC100 | activation, % at 3 µM | 360,000 compounds, 0.33% hits;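 active = activation above the run's mean compound activation plus 3 SD, cut at about 16% in these data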;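 also: peak over basal fluorescence ratio within a 140 s kinetic read after compound addition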
CHO parental Ca: ATP-evoked calcium signal inhibitors, parental CHO, primary screen, counter-screen for OX1R antagonist project, cell-based, fluorescence, Fluo-8 calcium dye. parental CHO-K1, ATP-induced calcium, Fluo-8 fluorescence. 330,000 compounds, 0.63% hits. inhibition, % at 5.6 µM;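 active = inhibition above that plate's mean sample inhibition plus 3 SD, cut at about 26% in these data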;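 also: 0% = ATP-challenged DMSO wells and 100% = DMSO wells without ATP; some compounds past the cut are filed as inactive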
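Material – parental CHO cells · Reagent – ATP stimulus · Compound – single nominal dose of 5.6 µM per compound · Detection – Fluo-8 fluorescence · Read-out basis – percent inhibition of calcium signal · Controls – ATP-challenged DMSO wells low, unchallenged DMSO wells high · Repeats – no replicates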
CHRM1 PAM: human M1 muscarinic receptor positive allosteric modulators, primary screen, CHO-K1 cells, Fluo-8 calcium fluorescence, 1536-well; Muscarinic acetylcholine receptor M1 (Homo sapiens), P11229; CHO-K1 hM1, ACh EC20; 0% = ACh EC20, 100% = maximal ACh; activation, % at 3 µM; 360,000 compounds, 0.088% hits; in the data active = activation above about 19%, passing the limit was not always enough
TAAR1 antag: human TAAR1 antagonists, primary screen, Fluo-8 calcium fluorescence, CHO RD-HGA16 cells | Trace amine-associated receptor 1 (Homo sapiens), Q96RJ0 | antagonist | inhibition, % at 3 µM | 360,000 compounds, 1.5% hits | AID 624466, 2012;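 active = inhibition above a per-plate cutoff, the mean inhibition of test compounds on that plate plus 3 SD, cut at about 49% in these data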;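 also: 0% = DMSO plus EC80 beta-PEA response and 100% = DMSO alone without agonist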
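Material: CHO RD-HGA16 cells bearing hTAAR1; compound dosing: one-point dosing, 3 µM nominal final; schedule: dye loading 75 min at 37 °C, then 30 min room temperature; measured by: calcium fluorescence with Fluo-8; control set: vehicle and agonist controls; replication: n of 1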
The depositor's hits bear a star; . = no result given.

compound	TAAR1 ag	V1aR counter	CHRM1 PAM	OXTR ag	M1 ag	CHO parental Ca	M1 antag	OXTR potentiate	TAAR1 antag
CC(C)C(NC(=O)c1ccccc1F)C(=O)NCCCn1ccnc1 (configuration not stated)	8	0.8	-6	1.6	-8	-2	9	-3	-8
O=C(Nc1ccn([C@H]2CC[C@@H](CO)O2)c(=O)n1)c1ccccc1	4	0.8	16	-0.2	1	-8	-20	-5	-21
O=C(Nc1ccc(Cl)c([N+](=O)[O-])c1)C(NCCCO)c1ccccc1 (configuration not stated)	3	5.0	3	8.5	-4	-8	-2	-10	2
O=C(CSc1nnc(SCc2ccccc2Cl)s1)N/N=C/c1ccc(C(=O)O)cc1	-2	0.3	6	0.2	-6	-9	-5	2	-9
CNC(=O)c1nc(C)n(-c2cc(Cl)ccc2Cl)n1	8	-0.3	2	2.5	-4	-9	6	2	-7
COc1cccc(-c2cc(NC=O)c3ncc(-c4cccc(C(=O)N(C)C)c4)n3c2)c1	2	.	1	.	-5	.	-8	.	-4
O=S(=O)(NCC1CCC(NS(=O)(=O)c2c(F)cccc2F)CC1)c1ccc2c(c1)OCCO2 (configuration not stated)	6	1.0	5	0.5	-2	-9	-11	-8	2
O=C(NCC1CCCO1)C1CCC(=O)N1Cc1ccccc1Cl (configuration not stated)	15	3.6	1	0.8	0	-24	6	-5	-4
CN(C)C(=O)CCc1ccc2c3c([nH]c2c1)[C@]1(C)[C@@H](C(=O)N2CCOCC2)C[C@H](CC(=O)NCC24CC5CC(CC(C5)C2)C4)C(=O)N1CC3	0	.	5	.	-9	-29	-7	.	-18
c1ccc(CN2CCOCC2)cc1	6	1.3	10	0.6	-3	2	-3	0	-11
COc1ccc(C(=O)COC(=O)c2ccc(-n3cnnn3)cc2)c(OC)c1	9	1.6	10	-1.0	-3	8	-11	-11	24
CCOC(=O)CSC(CC)C(=O)Nc1nnc(C(C)C)s1 (configuration not stated)	0	-0.3	-5	-1.3	-12	-7	4	-2	-22
O=C(ON=C1CCSCC1)c1ccccc1	3	0.7	6	-1.3	-4	-10	1	9	6
CC1(C)Cc2c(sc(NC(=O)C(=O)N3CCCC3)c2C(N)=O)CO1	3	1.4	7	-0.5	-2	-3	-8	-6	-1
Cc1cc(N2CCOCC2)ccc1/C=C1\SC(=O)N(C(C)C)C1=O	8	0.7	4	0.0	-2	-12	-3	-5	1
COc1ccc(S(=O)(=O)N2CCCN(S(=O)(=O)c3ccc(OC)c(C)c3)CC2)cc1C	7	0.3	-4	1.4	-4	-9	6	-12	1
COC(=O)C1=C(C)N(Cc2ccccc2)C(=NCC(C)C)N[C@H]1c1cccc(C(F)(F)F)c1	.	3.3	0	14	-2	9	11	-10	.
FC(F)(F)c1cccc(N2CCN(C(=S)NC3CCCC3)CC2)c1	2	5.4	-12	-0.3	-3	8	33*	-10	3
O=C(COC(=O)Cn1cnc2ccccc21)Nc1ccc2c(c1)C(=O)c1ccccc1C2=O	3	0.2	7	0.1	-1	-10	4	-7	0
COc1ccc(-c2noc(-c3cccnc3)n2)cc1OC	7	0.0	9	0.5	-8	3	-5	-8	-7
COc1cc(C)ccc1Oc1ccc([N+](=O)[O-])cc1	-1	.	-5	.	-5	.	-7	.	3
Cc1ccc(S(=O)(=O)N2CCC(=O)N(CCOC(=O)Nc3cc(C)cc(C)c3)CC2)cc1	7	8.0	-2	5.0	-3	-13	7	-16	-5
COC(=O)C1C(=O)CC(C)(O)C(C(=O)OC)C1c1ccc2c(c1)OCO2 (configuration not stated)	4	1.1	10	0.0	-4	-5	-17	-4	1
O=C(CNCc1ccncc1)Nc1cc(S(=O)(=O)N2CCCCC2)ccc1Cl	9	-0.3	8	-0.1	-4	-15	-16	1	-26
O=C(NCc1ccco1)c1cccc(NS(=O)(=O)c2ccccc2F)c1	0	0.8	1	-1.6	-5	-12	-1	-13	-6

Two compounds from above, showing only OXTR ag, M1 ag and TAAR1 ag:
Structure	OXTR ag	M1 ag	TAAR1 ag
O=C(ON=C1CCSCC1)c1ccccc1	-1.3	-4	3
O=C(Nc1ccn([C@H]2CC[C@@H](CO)O2)c(=O)n1)c1ccccc1	-0.2	1	4

New compounds follow.
compound	TAAR1 ag	V1aR counter	CHRM1 PAM	OXTR ag	M1 ag	CHO parental Ca	M1 antag	OXTR potentiate	TAAR1 antag
COC(=O)N1CCCCC1c1cc(C(=O)NCc2ccc(Cl)c(Cl)c2)no1 (configuration not stated)	0	.	-31	.	-10	.	-22	.	-17
O=C(Cc1ccc(Cl)cc1)NCCCn1ccnc1	0	-1.0	2	-0.7	-7	-12	6	-7	9
CCOC(=O)N1CCC(NC(=O)c2ccc3c(c2)N(C)CCS3)CC1	18	0.4	-4	-0.5	-6	-13	-2	1	4
O=C(/C=C/c1cccc([N+](=O)[O-])c1)N1CCN(c2ccc(F)cc2)CC1	3	3.1	-3	-2.0	-8	5	6	0	-9
CC1C(=O)Nc2ccccc2N1C(=O)c1ccc(Cl)c(Cl)c1 (configuration not stated)	-2	0.7	-13	-0.4	-8	-11	0	-7	2
CC(C)(C)n1nnnc1C(c1cccnc1)N1CCOCC1 (configuration not stated)	1	0.7	7	0.0	-5	-4	-17	-2	-20
COc1cccc(C(=O)NC2CC(C)(C)NC(C)(C)C2)c1OC	0	-0.3	3	0.4	-3	8	-6	-8	15
CN(CC(=O)N1CC(=O)N(CCc2ccccc2)C(=O)C1)S(=O)(=O)c1cccc2nsnc12	10	4.3	3	1.3	-1	-10	-4	-9	6
CC(Oc1ccc(C#N)cc1)C(=O)c1ccc(F)c(F)c1 (configuration not stated)	9	2.1	3	1.1	3	6	-2	-5	-27
COc1ccc(C(CC(=O)O)n2cnnn2)cc1 (configuration not stated)	7	-0.2	16	0.9	-1	-4	-8	-3	6
Cc1ccc(C(=O)Nc2nc(-c3ccccn3)cs2)cc1S(=O)(=O)N1CCOCC1	14	4.5	-4	3.9	-4	-11	11	-5	29
CC1CN(C/C(=N\O)C23CC4CC(CC(C4)C2)C3)CC(C)O1 (configuration not stated)	-1	.	4	.	-9	.	-9	.	-16
Cn1c(=O)[nH]c(=O)c2c1nc(SCCC(=O)O)n2Cc1cccc(Br)c1	-1	0.7	19	0.1	1	-1	-18	2	2
Cc1ccc(NC2=NCC(Cc3ccc(Br)cc3)S2)cc1 (configuration not stated)	18	4.1	-26	2.0	-9	-24	38*	-3	-28
COc1ccc(N2CSC3=C(C#N)C(c4ccc(OC)c(OC)c4)CC(=O)N3C2)c(OC)c1 (configuration not stated)	3	1.9	8	1.2	-5	-5	-13	-2	-2
CC1(C)C/C(=N\O)C(C(O)c2cccc([N+](=O)[O-])c2)C(C)(C)N1 (configuration not stated)	2	-0.3	8	0.4	-3	2	-9	-7	-4
CC1=Cc2ccccc2C(C#N)N1C(=O)c1ccccc1 (configuration not stated)	2	-0.4	10	-1.8	-10	2	-8	-9	-23
CCC(C)/C(C)=N/NC(=O)c1ccccc1OCCOc1ccccc1 (configuration not stated)	5	0.4	-3	-1.7	-3	-33	-1	-10	-12
Cc1c(C(=O)NCc2cccnc2)oc2ccc(S(=O)(=O)N3CC(C)CC(C)C3)cc12 (configuration not stated)	0	-0.8	-3	-0.6	-3	-15	3	-8	-27
O=C(c1cn(-c2ccccc2)nc1-c1ccccc1)N1CCOCC1	0	-0.8	7	-0.1	-4	-16	-3	-15	2
COc1ccc(C(=O)Nc2ccc(NC(=O)c3cccc(OC)c3)cn2)cc1	12	6.7	-8	3.0	-4	1	-1	-12	30
Cc1cc(NC(=O)COC(=O)C2CCN(S(=O)(=O)c3ccccc3)CC2)c([N+](=O)[O-])cc1C	-1	0.8	-1	0.1	-4	-16	-4	-3	-15
O=C(c1ccco1)N1CCN(C(=O)C2CCN(S(=O)(=O)c3cccs3)CC2)CC1	5	1.9	0	1.8	-4	-10	-7	-4	17
CN(C)S(=O)(=O)c1cc(NC(=O)CNCc2ccc(F)cc2)ccc1Cl	15	5.9	-9	3.1	-6	-15	19	-7	-10
O=S1(=O)CCO[C@H]2Cc3ccccc3[C@H]2N1Cc1cccc(Cl)c1	14	-1.4	2	3.2	-5	-6	-3	-14	-21
COc1ccc(CNc2nc(-c3cccnc3)nn2C(=O)c2ccco2)cc1	3	0.2	-4	-1.8	-1	-30	6	3	7
O=C(CSCc1c(Cl)cccc1Cl)Nc1ccccc1-c1ccccc1	1	0.4	-4	0.8	-6	12	5	-7	19
CCC/C(C#CCCN1C(=O)c2ccccc2C1=O)=C1/c2ccccc2C(=O)N1c1ccccc1	8	1.7	2	2.3	-3	-12	3	-8	19
COc1ccc(NC(=O)c2[nH]ncc2[N+](=O)[O-])cc1	4	0.1	8	0.2	-7	6	-4	-6	12
O=C(CN1CCN(c2ccccc2)CC1)Nc1ccccc1C(F)(F)F	4	-1.3	-2	-1.6	-2	-10	-13	-4	-12
CC(NCC(=O)NC(=O)NCCC1=CCCCC1)c1ccc(S(N)(=O)=O)cc1 (configuration not stated)	23	.	3	.	-7	.	-6	.	-3
CCOC(=O)c1sc(NC(=O)CN2CC(C)OC(C)C2)nc1C (configuration not stated)	0	1.0	8	-0.3	-1	-8	-21	1	3
N#Cc1ccc(OCC(=O)NCC2COc3ccccc3O2)cc1 (configuration not stated)	2	-0.4	8	-0.1	-3	-7	-8	-8	8
O=C(NCc1ccco1)c1ccc(=O)[nH]n1	1	0.4	6	0.2	-4	-1	-17	-1	-8
